N-glyco inh – N-linked glycosylation inhibition | D54 ERlucT glycosylation luciferase reporter, 24 h; percent of 100 nM tunicamycin response | reporter increase, % at 12.5 µM | 360,000 compounds, 0.23% hits;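 active = mean luciferase reporter signal, scaled so untreated is 0 and the glycosylation-blocking control 100, at or above a set limit in every replicate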;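 also: luciferase carries N-glycosylation sites so blocking glycosylation raises the light; 0% = median of neutral control wells and 100% = median of 100 nM tunicamycin wells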
Cardio protect – myocardial damage modulation in H9c2 cells | 360,000 compounds, 0.63% hits | H9c2 cardiomyocytes, H2O2 injury protection, ATPLite, 2 h | protection from H2O2 cell death, % at 20 µM;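 active = compounds giving at least 50% protection of heart cells from peroxide-induced death in the single-dose screen, raw or plate-pattern-corrected value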;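 also: 0% = DMSO wells with peroxide and 100% = DMSO wells without peroxide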
MC4R antagonist – blocks human MC4R cAMP signaling; MC4R-expressing cells, MTII-stimulated cAMP, LANCE TR-FRET; inhibition, % at 6.5 µM; 360,000 compounds, 0.48% hits; AID 540295;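 active = inhibition above its plate's cutoff, the mean of tested wells on that plate plus 3 SD, cut at about 29% in these data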;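 also: 0% = Melanotan II alone and 100% = Melanotan II plus saturating MCL0020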
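Assay system: U2OS cells stably expressing human melanocortin 4 receptor (MC4R) / Dosing: 6.5 µM / Timing: compound 30 min, challenge 1 h, detection 1 h / Measured by: Eu-cAMP/anti-cAMP TR-FRET, emission 671 nm / Replicates: singlicate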
MC4R ag barr – agonists of human melanocortin 4 receptor (MC4R) beta-arrestin; 360,000 compounds, 0.98% hits; AID 540308; U2OS MC4R beta-arrestin complementation, luminescence; percent of melanotan II response, DMSO zero; activation, % at 8.9 µM;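 active = activation above a per-plate cutoff, the mean activation of sample wells on that plate plus 3 SD, cut at about 8% in these data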
ABCB6 inh 2 – blocks the human ABCB6 transporter | Q9NP58 | K562-ABCB6 porphyrin accumulation, flow cytometry, 1 h; active compounds read low | fluorescence ratio to DMSO, % at 10 µM | 360,000 compounds, 0.19% hits;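 active = fluorescence ratio to DMSO below 75%, the collection mean minus 3 SD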;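 also: signal is porphyrin accumulated inside mitochondria; 100% equals median channel fluorescence of DMSO control wells; lower ratio means ABCB6 inhibition with less porphyrin fluorescence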
Target sequence (Q9NP58 whole entry, looked up): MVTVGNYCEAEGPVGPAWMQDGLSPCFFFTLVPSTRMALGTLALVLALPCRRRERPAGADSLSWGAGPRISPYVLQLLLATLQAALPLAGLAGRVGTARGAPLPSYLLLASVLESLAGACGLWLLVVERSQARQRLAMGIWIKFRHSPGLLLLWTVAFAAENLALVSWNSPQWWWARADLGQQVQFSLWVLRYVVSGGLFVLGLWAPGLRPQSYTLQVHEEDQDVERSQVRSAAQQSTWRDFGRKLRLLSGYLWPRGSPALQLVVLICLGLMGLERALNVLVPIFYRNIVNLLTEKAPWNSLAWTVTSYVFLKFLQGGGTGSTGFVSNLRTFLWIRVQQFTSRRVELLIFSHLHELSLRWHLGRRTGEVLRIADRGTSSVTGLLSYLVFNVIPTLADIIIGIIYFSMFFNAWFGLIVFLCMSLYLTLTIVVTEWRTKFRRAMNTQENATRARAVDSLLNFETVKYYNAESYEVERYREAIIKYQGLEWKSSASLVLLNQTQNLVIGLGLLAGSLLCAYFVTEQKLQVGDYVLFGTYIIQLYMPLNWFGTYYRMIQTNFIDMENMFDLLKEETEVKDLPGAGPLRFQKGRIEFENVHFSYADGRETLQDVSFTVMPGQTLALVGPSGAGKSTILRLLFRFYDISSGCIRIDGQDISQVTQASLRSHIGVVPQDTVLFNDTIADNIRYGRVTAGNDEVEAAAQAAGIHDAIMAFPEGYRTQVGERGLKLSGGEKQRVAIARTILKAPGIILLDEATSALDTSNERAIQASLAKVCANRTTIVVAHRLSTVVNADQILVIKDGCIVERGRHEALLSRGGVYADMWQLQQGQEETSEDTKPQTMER
CaV13 ICDI inh – Disruptors of the CACNA1D IQ motif to Ca2+-dependent inactivation inhibitor domain association, primary screening, Förster resonance energy transfer in intact living … | HEK cells, CFP/YFP FRET ICDI-IQ, plate reader, 10 min; percent FRET-ratio fall versus neutral wells | inhibition, % at 12.3 µM | 340,000 compounds, 0.098% hits;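 active = mean replicate inhibition of at least 30% and at least 1% of replicates passing that level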;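 also: 0% = median of the neutral control wells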
HTR2A ag – activates the mouse 5-HT2A serotonin receptor; activation, % at 7.6 µM; P35363; CHO-K1 mHTR2A beta-arrestin complementation, luminescence; percent of 30 µM serotonin response; 360,000 compounds, 0.66% hits;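 active = activation above a run cutoff, the mean activation of all tested compounds plus 3 SD, cut at about 14% in these data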;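 also: 0% = plate median of compound wells and 100% = 30 µM serotonin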
Vif imaging – inhibitors of HIV Vif. AID 602346. 340,000 compounds, 0.35% hits. inhibition, % at 7.49 µM. HEK293T cells, Vif self-association by quenched fluorescence, imaging, 24 h; in the data active = inhibition above about 50%, passing the limit was not always enough; also: some results filed as inactive read as strong as hits
PDI turbidity – PDI (human) enzyme inhibition. inhibition, % at 10 µM. AID 588391. 350,000 compounds, 0.052% hits. P07237. PDI insulin aggregation turbidity, A650, 90 min;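 active = mean inhibition across replicates of 30% or more, whatever share of single replicates reach that level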;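 also: absorbance from insulin aggregation driven by PDI reduction with DTT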
aDG glyco up – alpha-DG glycosylation activation; Pro5-aDG cells, alpha-DG glycosylation AlphaScreen (IIH6); 0% Pro5, 100% B10-LARGE cell signal; activation, % at 10 µM; 360,000 compounds, 0.22% hits; AID 624168;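 active = activation of at least 8% versus controls, or a plate z-score of at least 8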;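 also: Pro5 are CHO cells carrying HIG-tagged alpha-DG that lacks glycosylation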
* = called active by the depositor; / = not tested or not shown. An unsorted share of the library; overall some 3.6% were active at least once.

1	COc1ccc(CCC(=O)Nc2cc3c4c(c2)CCC(=O)N4CCC3)cc1
2	CCN1CCN(CCNC(=O)c2ccc3c(c2)N(Cc2ccc(F)cc2)C(=O)c2ccccc2S3=O)CC1 (stereo not drawn)
3	NC(=O)CC(NC(=O)c1ccccc1)c1ccc(NCc2ccc(F)cc2)c([N+](=O)[O-])c1 (stereo not drawn)
4	Cc1onc(C(=O)Nc2c(C)n(C)n(-c3ccccc3)c2=O)c1[N+](=O)[O-]
5	COc1cc(CNC(=O)c2cc(-c3ccc(F)cc3OC)n[nH]2)cc(OC)c1
6	Cc1ccc(O)c(C(=O)c2cnc3c(c2)c(C)nn3C)c1
7	Cc1ccc([C@H]2N[C@]3(CCCN(Cc4ccc(Cl)cc4)C3=O)[C@H]3C(=O)N(C)C(=O)[C@@H]23)cc1
8	Cc1ccc(S(C)(=O)=NS(=O)(=O)c2cccc3nsnc23)cc1 (stereo not drawn)
9	CC1Cc2ccccc2N1C(=O)CSc1nccc(=O)[nH]1 (stereo not drawn)
10	CCCCC(=O)Nc1cccc2c1C(=O)N(c1ccccc1)C2=O
Assay by compound,1,2,3,4,5,6,7,8,9,10
N-glyco inh,1,-2,-3,-1,2,0,-2,2,0,-1
Cardio protect,6,8,-5,3,5,-2,1,-2,2,0
MC4R antagonist,8,10,6,-9,-3,6,2,-6,2,16
MC4R ag barr,-2.2,-3.1,0.7,-0.8,-0.3,1.0,-0.8,-2.3,-1.4,0.6
ABCB6 inh 2,98,101,102,93,90,101,101,96,102,104
CaV13 ICDI inh,-7,-7,-5,-6,-9,-8,-3,-1,-4,-5
HTR2A ag,-3,-8,-7,3,1,1,5,-2,-3,-3
Vif imaging,-2,7,/,4,0,0,-4,-6,0,-9
PDI turbidity,4,8,3,0,-8,-4,-15,-1,10,0
aDG glyco up,-0.1,0.0,0.5,0.2,-0.2,-0.1,0.5,0.1,0.2,0.1

11	COCCNC(=O)c1cc(-c2ccccc2)nn1CC1CC(c2cccnc2)=NO1 (stereo not drawn)
12	CC(=O)NC(CC(=O)NCCCn1ccc2ccccc21)c1ccccc1 (stereo not drawn)
13	O=C(NCc1ccc(F)cc1F)[C@@H]1CCCN1C(=O)[C@@H]1CCCN1C(=O)c1cccs1
14	O=C(NCc1cccnc1)c1ccc(NC(=O)c2ccc(Br)cc2)cc1
15	FC(F)(F)c1ccc(Oc2ccc3cc(Br)ccc3c2)nc1
16	C/C=C/C(=O)OCc1csc(CC(=O)Nc2ccccc2C)n1
17	Cc1cc(C)nc(N(C#N)C(C)C(=O)N(C)C)n1 (stereo not drawn)
18	Cc1nn(CCc2n[nH]c(=S)n2-c2ccc(F)c(Cl)c2)c(C)c1[N+](=O)[O-]
19	COCCNCc1ccc(Cl)cc1Cl
20	O=C(Nc1cc(SCCO)cc([N+](=O)[O-])c1)c1ccc(Br)o1
Assay by compound,11,12,13,14,15,16,17,18,19,20
N-glyco inh,0,1,/,-5,-2,-3,0,0,-1,3
Cardio protect,3,-3,/,-7,-6,-4,5,6,-7,0
MC4R antagonist,1,9,/,7,2,5,13,5,3,6
MC4R ag barr,0.5,2.2,/,-1.0,0.3,-0.9,-1.1,-2.1,-1.0,-0.8
ABCB6 inh 2,86,97,99,98,103,96,99,98,102,93
CaV13 ICDI inh,-6,-4,-9,-7,-6,-6,-4,-8,0,-4
HTR2A ag,-5,-8,0,-5,4,4,1,0,0,-3
Vif imaging,3,3,/,2,-4,-5,0,1,1,1
PDI turbidity,-1,0,/,1,5,1,0,-1,5,4
aDG glyco up,0.3,0.0,-0.2,1.3,0.3,0.5,-0.2,-0.1,-0.3,0.2

Along the list, quoted from above:
Entries 4–13 in aDG glyco up read 0.2, -0.2, -0.1, 0.5, 0.1, 0.2, 0.1, 0.3, 0.0, -0.2
Entries 4–13 in HTR2A ag read 3, 1, 1, 5, -2, -3, -3, -5, -8, 0

Next part
21	OCc1ccccc1CNCc1ccccc1
22	COc1cc(OC)cc(C(=O)NCc2ccc3c(c2)cc(C)n3C)c1
23	C/C=C(\C)C(=O)OC(C)(C)[C@H]1Cc2cc3ccc(=O)oc3cc2O1
24	C=C1CCN([C@@H](CC(C)C)C(=O)N2CCCC2)S(=O)(=O)c2ccccc21
25	Cc1cccc(C(OC(=O)c2ccco2)C(=O)NCc2ccccc2)n1 (stereo not drawn)
26	COc1ccc(CCNC(=O)CCCCCN2C(=O)[C@@H]3Cc4ccccc4CN3C2=O)cc1OC
27	CSc1cccc(NC(=O)CCCOc2ccccc2)c1
28	Clc1ccc2nc(COc3ccccc3)[nH]c2c1
29	O=S(=O)(CCN1CCCCC1)Oc1ccc(Cl)cc1Cl
30	CSc1ncc(Cl)c(C(=O)Nc2ccccc2C)n1
Assay by compound,21,22,23,24,25,26,27,28,29,30
N-glyco inh,-3,-3,1,-1,0,-1,3,15,1,1
Cardio protect,-4,13,-3,9,-2,-3,0,-9,-2,2
MC4R antagonist,0,4,8,8,3,-1,1,-10,10,3
MC4R ag barr,-0.8,-3.4,0.1,2.1,2.7,-1.3,-0.7,-1.2,-2.1,0.0
ABCB6 inh 2,97,120,100,103,97,98,96,96,101,162
CaV13 ICDI inh,-11,-7,-21,-12,-4,-4,-5,-20,-6,-14
HTR2A ag,-3,-9,0,3,7,2,-4,-7,0,0
Vif imaging,-4,-9,0,1,13,0,1,-3,-2,/
PDI turbidity,5,1,6,0,-2,0,4,8,-2,-2
aDG glyco up,0.0,-0.2,0.2,0.4,0.0,-0.1,-0.2,-0.1,0.2,0.0

An excerpt from above, reduced to Vif imaging, N-glyco inh and PDI turbidity.
cpd	canonical_smiles	Vif imaging	N-glyco inh	PDI turbidity
30	CSc1ncc(Cl)c(C(=O)Nc2ccccc2C)n1	/	1	-2
23	C/C=C(\C)C(=O)OC(C)(C)[C@H]1Cc2cc3ccc(=O)oc3cc2O1	0	1	6

Remaining list, next part.
31	COCCN(CC1CCCN(C2Cc3ccccc3C2)C1)C(=O)CCC(C)=O (stereo not drawn)
32	CC(/C=N/NC(=O)Cc1cccs1)=C\c1ccco1
33	CCNC(=O)C1CCCN(C(=O)c2ccccc2F)CC1 (stereo not drawn)
34	CC(=O)c1ccc(N(C(=O)CNC(=O)c2ccco2)C(C(=O)NC2CCCC2)c2ccncc2)cc1 (stereo not drawn)
35	COc1ccc(NS(=O)(=O)c2ccc(/C=C/C(=O)O)cc2)cc1S(=O)(=O)N1CCOCC1
36	C#CCCc1cocc1/C=[N+](\[O-])c1ccc(C(=O)OCC)cc1
37	COC(=O)C1=C(C)NC(C)=C(C(=O)OC)C1c1ccc(NC(C)=O)cc1
38	NC(=O)CSc1nnc(COc2ccc3ccccc3c2)o1
39	Cc1cc(C)cc(NC(=O)Cn2c(-c3ccccc3Cl)nc3ccccc32)c1
40	Cn1c(=O)c2c(n(Cc3ccccc3)c1=O)NC(=O)C2CC(=O)N1CCc2ccccc2C1 (stereo not drawn)
Assay by compound,31,32,33,34,35,36,37,38,39,40
N-glyco inh,2,0,1,1,2,3,7,2,-3,0
Cardio protect,3,-1,-7,2,2,4,-4,3,-24,2
MC4R antagonist,-1,0,0,4,16,-2,7,9,12,-1
MC4R ag barr,-0.5,-0.4,-0.6,0.1,-0.5,-0.9,-1.6,0.0,-2.2,-1.4
ABCB6 inh 2,98,96,95,100,98,95,99,96,101,95
CaV13 ICDI inh,-4,-4,-5,-7,-7,-10,-10,-4,-4,/
HTR2A ag,-1,0,2,-2,0,-4,5,4,1,-2
Vif imaging,3,-3,-4,4,8,2,/,0,/,/
PDI turbidity,-2,-2,-2,-3,0,13,-2,7,8,1
aDG glyco up,0.0,0.0,-0.1,0.1,-0.2,-0.2,0.2,0.0,0.5,0.2

41	COCCNC(=S)N/N=C/c1ccc([N+](=O)[O-])cc1
42	Cc1ccc2nc(NC(=O)C3CCN(S(=O)(=O)c4cccc5nsnc45)CC3)sc2c1
43	O=C(NC1CCCC1)C1c2ccccc2OCC(=O)N1CC(F)(F)F (stereo not drawn)
44	COC(=O)C1(C)COP(=O)(Nc2ccc(OC)cc2)OC1 (stereo not drawn)
45	COc1ccc(CN2CCN(c3ncnc4scc(-c5ccc(F)cc5)c34)CC2)cc1
46	CC(C)(C)c1cc(C(=O)NN)n(Cc2ccc(Cl)cc2Cl)n1
47	CN(C)S(=O)(=O)c1ccc(Cl)c(C(=O)Nc2ccccc2[N+](=O)[O-])c1
48	C/C=C/C(=O)OCC(=O)Nc1cc([N+](=O)[O-])ccc1Cl
49	Cc1ccccc1C(=O)Nc1nncs1
50	O=C(CSc1nnc(Cc2cc(=O)[nH]c(=O)[nH]2)n1-c1ccccc1)NCC1CCCO1 (stereo not drawn)
Assay by compound,41,42,43,44,45,46,47,48,49,50
N-glyco inh,-2,-6,/,-4,-1,-7,1,-2,-2,3
Cardio protect,8,2,/,3,-2,34,-5,-1,-8,2
MC4R antagonist,-1,16,/,/,14,4,17,6,-2,8
MC4R ag barr,-0.5,0.2,/,/,2.2,-1.6,-1.1,-0.8,-1.5,-2.8
ABCB6 inh 2,104,91,95,101,97,88,92,97,101,93
CaV13 ICDI inh,2,-5,-5,-3,-15,-17,-3,-14,-5,-6
HTR2A ag,-2,-1,3,-2,-4,2,-4,10,-2,-2
Vif imaging,-2,-5,/,-6,-1,16,0,-5,/,18
PDI turbidity,-8,-23,/,/,-6,-8,-2,14,-4,3
aDG glyco up,0.2,-0.2,0.0,0.0,-0.1,0.1,-0.2,0.1,0.0,-0.2

51	CCCc1cc(CNC(=O)C2CCC(=O)N(Cc3ccccc3OC)C2)on1 (stereo not drawn)
52	COc1ccccc1C(c1nnnn1C(C)C)N1CCN(C(=O)c2ccco2)CC1 (stereo not drawn)
53	CN(C)CCCNC(=O)C[C@H]1C[C@H](C(=O)N2CCCCC2)[C@@]2(CCc3ccccc3)c3[nH]c4ccc(Cl)cc4c3CCN2C1=O
54	COc1ccc(-n2nc(C(=O)NCC(=O)N3CCN(c4ccccc4OC)CC3)c3ccccc3c2=O)c(OC)c1
55	CN1C(=O)N(CC(=O)Nc2cccc(S(=O)(=O)N(C)c3ccccc3)c2)C(=O)C12CCCCC2
56	Nc1cccc(-c2cn3cccnc3n2)c1
Assay by compound,51,52,53,54,55,56
N-glyco inh,2,1,-6,-3,-3,2
Cardio protect,0,0,-47,-10,-5,9
MC4R antagonist,19,5,6,2,3,6
MC4R ag barr,-0.6,-1.1,-0.6,-1.1,-0.5,3.6
ABCB6 inh 2,96,100,105,96,98,104
CaV13 ICDI inh,-2,-4,-3,-3,-5,-4
HTR2A ag,-7,3,-2,2,2,6
Vif imaging,-4,2,/,-11,-2,2
PDI turbidity,5,-19,8,1,-10,-1
aDG glyco up,-0.5,0.1,-0.2,0.0,0.0,0.0

Bioassay records: PubChem BioAssay, several laboratories
